Source: PubChem BioAssay (Southern Research Specialized Biocontainment Screening Center)
influenza NS1A = H1N1 influenza NS1A inhibitors, functional cell based assay (AID 504329) | NS1A functional cell-based assay, percent inhibition; higher % means a stronger effect | one-dose inhibition, % at 12.5 µM; IC50 in µM for titrated hits | 340,000 compounds, 0.3% hits; in the data active = a potency from the dose series; inconclusive = inhibition above about 27% without an active follow-up result; note: strong numbers were not always called active
tuberculosis growth = growth inhibition of non-replicating M. tuberculosis (AID 488890); 320,000 compounds, 0.39% hits; inhibition, % at 25 µM; hits with a dose series show IC50 in µM; Mycobacterium tuberculosis non-replicating, growth inhibition; higher % means a stronger effect; in the data active = a potency from the dose series; inconclusive = inhibition mostly from about 82% at the one dose, without a potency; inactive = the rest, 99 in 100 with inhibition below about 76%;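 note: plate controls were DMSO cells for no effect and high antibiotic wells for full effect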
Salmonella PhoP GFP = Inhibition of PhoP regulon, Salmonella typhi GFP reporter cells, confirmation, 4 h (AID 1850) | inhibition, % at 50 µM; hits with a dose series show IC50 in µM | 310,000 compounds, 0.33% hits | Salmonella Typhi PhoP-promoter GFP reporter, fluorescence, 4 h; higher % means a stronger effect; in the data active = a potency from the dose series; inconclusive = inhibition mostly from about 25% at the one dose, without a potency; inactive = the rest, 99 in 100 with inhibition below about 19%;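 note: 0% = induced wells with vehicle and 100% = uninduced wells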
inhibitors of VEEV = inhibitors of VEEV TC-83 cytopathic effect, confirmation, Vero cells (AID 588727). inhibition, % at 20 µM, or IC50 in µM where a hit was titrated. 350,000 compounds, 0.13% hits. Vero cells, VEEV TC-83 cytopathic effect inhibition; higher % means a stronger effect; in the data active = a potency from the dose series; inconclusive = inhibition mostly from about 14% at the one dose, without a potency; inactive = the rest, 99 in 100 with inhibition below about 12%; note: strong numbers were not always called active
M. tuberculosis HTS = M. tuberculosis growth inhibition, HTS (AID 449762). M. tuberculosis H37Rv growth inhibition, 7H9 media; higher % means a stronger effect. inhibition, % at 25 µM; hits with a dose series show IC50 in µM. 330,000 compounds, 0.59% hits; in the data active = a potency from the dose series; inconclusive = inhibition above about 70% without an active follow-up result;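 note: bacterial growth assessed after seven days of incubation; strong numbers were not always called active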
inhibitors of VEEV 10K pilot screen = also measured in inhibitors of VEEV; calls as there; inhibition, %; measured here: 10K pilot screen inhibition
* = called active by the depositor; i = inactive; ? = inconclusive; nt = no result given.

SMILES	influenza NS1A	tuberculosis growth	Salmonella PhoP GFP	inhibitors of VEEV	M. tuberculosis HTS	others
CN1CCN(S(=O)(=O)c2ccc(N3CCN(c4ccccc4Cl)CC3)nc2)CC1	-20%	8%	nt	i	0%
CCOCCCN(C(=O)CCC(=O)Nc1cc(C)on1)C(C(=O)NC(C)(C)CC)c1cccc(OC)c1OC (centres undefined)	5%	-2%	14%	i	-1%
CC(C)NC(=O)CSc1nnc(-c2ccncc2)n1-c1ccccc1	11%	-2%	1%	1.6%	-4%
CCCNC(=O)c1ccc(COc2cccc3ccccc23)o1	-6%	75%	-7%	1.4%	8%
Cc1ccc(S(=O)(=O)N2CCN(C(=O)COC(=O)C3CC3C)CC2)c(C)c1 (centres undefined)	-8%	-4%	nt	3.0%	-3%
CCC(C)NC(=O)CN(c1cc(Cl)cc(Cl)c1)S(C)(=O)=O (centres undefined)	-7%	9%	-2%	0.9%	9%
O=C(Nc1ccccc1C(F)(F)F)Nc1cccc2ccccc12	1%	-9%	1%	1.6%	-4%
C=CC[C@H](CC(=O)NCCO)C(=O)N[C@@H](COC(=O)[C@H](CC=C)CC(=O)OC(C)(C)C)Cc1c[nH]c2ccccc12	5%	29%	nt	i	10%
O=C(CSCSCC(=O)Nc1ccc2c(c1)OCO2)Nc1ccc2c(c1)OCO2	2%	-13%	3%	0.7%	-10%
CC(=O)Nc1ccc(NC2=C/C(=N/S(=O)(=O)c3cccs3)c3ccccc3C2=O)cc1	nt	18%	14%	?	22%
CCOC(=O)c1cnc2c(F)ccc(F)c2c1Sc1ccccc1	0%	10%	0%	3.0%	-8%
COc1ccccc1-n1c(-c2ccccc2)c[nH]c1=S	-4%	nt	nt	1.5%	nt
Cc1ccc2cc3cc(C(=O)NCCCN4CCCC4=O)oc3nc2c1	-3%	-4%	16%	1.8%	3%
Cc1ccc(-c2csnn2)cc1	8%	8%	2%	0.5%	-10%
O=C1NC(=O)N(c2ccccc2)C(=O)/C1=C\c1ccc([N+](=O)[O-])o1	nt	43%	2%	nt	?
CCOC(=O)c1[nH]c(C)c(C(=O)OCC)c1C	5%	nt	1%	0.1%	-5%
OCCC1CN(Cc2c(F)cccc2Cl)CCN1C1CCCC1 (centres undefined)	-10%	8%	-2%	0.3%	0%
N=C1CCCN1CC(=O)c1ccc(Br)cc1	-7%	-2%	3%	1.3%	4%
Cc1cc(C)c(S(=O)(=O)N2CCC(C(=O)NCc3ccc(Cl)cc3Cl)CC2)c(C)c1	3%	4%	-1%	i	5%
O=C(Nc1ccccn1)Nc1cccs1	4%	-7%	-11%	0.8%	-3%

Taken from the entries so far for reference:
SMILES	influenza NS1A	tuberculosis growth	Salmonella PhoP GFP	inhibitors of VEEV	M. tuberculosis HTS	others
O=C1NC(=O)N(c2ccccc2)C(=O)/C1=C\c1ccc([N+](=O)[O-])o1	nt	43%	2%	nt	?
CCOC(=O)c1[nH]c(C)c(C(=O)OCC)c1C	5%	nt	1%	0.1%	-5%
OCCC1CN(Cc2c(F)cccc2Cl)CCN1C1CCCC1 (centres undefined)	-10%	8%	-2%	0.3%	0%
N=C1CCCN1CC(=O)c1ccc(Br)cc1	-7%	-2%	3%	1.3%	4%
Cc1cc(C)c(S(=O)(=O)N2CCC(C(=O)NCc3ccc(Cl)cc3Cl)CC2)c(C)c1	3%	4%	-1%	i	5%
O=C(Nc1ccccn1)Nc1cccs1	4%	-7%	-11%	0.8%	-3%

More records follow:
SMILES	influenza NS1A	tuberculosis growth	Salmonella PhoP GFP	inhibitors of VEEV	M. tuberculosis HTS	others
C=CCNC(=S)NNC(=O)C(CCCC)CC(C)(C)O (centres undefined)	-9%	2%	-17%	i	10%
CC1Cc2cc(/C(O)=C3/C(=O)C(=O)N(CCCn4ccnc4)C3c3ccco3)ccc2O1 (centres undefined)	0%	9%	-2%	4.7%	-4%
COc1cc2c(C(=O)O)c(C)n(CC(C)C)c2c2ccccc12	4%	nt	nt	3.2%	nt
Cc1cnc(C(=O)NC(Cc2ccccc2)c2ccccc2)cn1 (centres undefined)	2%	-2%	2%	0.3%	5%
COc1ccccc1C(=O)N1CCN(S(=O)(=O)c2ccccc2)CC1	2%	2%	-2%	6.2%	-9%
O=C1c2ccccc2C(=O)C12OC2c1ccc(Cl)cc1 (centres undefined)	nt	?	-2%	nt	5%
CCOC(=O)c1nn(-c2ccc3c(c2)OCO3)cc1O	-18%	9%	3%	1.2%	63%
CCN(CC)c1ccc(CNC23CN4CN(CN(C4)C2)C3)cc1	7%	-9%	4%	1.7%	-4%
CC1CN(CC(O)COc2ccc(C#N)cc2)CCN1CC(O)COc1ccc(C#N)cc1 (centres undefined)	2%	-6%	10%	0.0%	5%
O=C(NCCN1CCOCC1)c1cc(-c2ccc(Cl)cc2Cl)on1	-1%	4%	12%	0.5%	2%
CC1CC(=O)Nc2ccccc2N1C(=O)CN1C(=O)C(=O)N(C)C1=O (centres undefined)	-19%	3%	nt	1.6%	-8%
O=C(CCS(=O)(=O)c1ccc(F)cc1)Nc1nnc(-c2ccco2)o1	-4%	?	0%	1.2%	56%
Cc1onc(-c2ccccc2Cl)c1C(=O)N1CCN(C(=O)c2ccco2)CC1	-6%	-8%	-7%	1.4%	-7%
O=C(NCc1ccc(Cl)cc1)Nc1ccc(F)cc1	-2%	5%	-3%	5.5%	-5%
CC(Oc1ccc(F)cc1)C(=O)Nc1sc2c(c1C(=O)NCc1cccnc1)CCCC2 (centres undefined)	12%	44%	-1%	3.2%	45µM*
CCCCCCN=CC1=C(O)C(C(=O)OC)C(C)(C)CC1=O (centres undefined)	0%	-7%	6%	6.5%	-2%
O=C(c1ccc(F)cc1)C(CN1CCOCC1)c1ccccc1 (centres undefined)	1%	?	13%	7.6%	3%
FC(F)(F)C(Oc1nc(Nc2ccc(Cl)cc2)nc(N2CCOCC2)n1)C(F)(F)F	1%	1%	0%	i	10%
Cc1cc(C(=O)OC2CCOC2=O)c2ccccc2n1 (centres undefined)	8%	3%	-5%	i	0%
C=CC[C@@H](CC(=O)N[C@H](CO)Cc1ccccc1)C(=O)N[C@H](COC(=O)[C@H](CC=C)CC(=O)OC(C)(C)C)Cc1c[nH]c2ccccc12	7%	nt	nt	0.8%	nt	inhibitors of VEEV 10K pilot screen=0.3
COc1ccc(CCCc2nnc(SCC(=O)Nc3cccc(C)c3)o2)cc1	-9%	?	-8%	i	64%
Cc1ccc(C2=CN(Cc3ccccc3)CCC2=O)cc1	-4%	19%	nt	i	3%
Fc1ccc(CNc2ncnc3c2cnn3-c2ccccc2)cc1	-5%	13%	7%	4.5%	3%
CCOc1cc(C(=O)NC2CC(C)(C)NC(C)(C)C2)cc(OCC)c1OCC	-2%	-15%	-5%	i	-2%
CCc1ccc(N(C2C=CS(=O)(=O)C2)S(=O)(=O)c2ccccc2)cc1 (centres undefined)	2%	-4%	2%	i	-1%
CCC1CCCCN1CCCNC(=O)c1ccc(CS(=O)(=O)Cc2ccccc2F)o1 (centres undefined)	7%	39%	-6%	1.4%	-8%
Cc1ccc(C)c(Nc2nc3nonc3nc2N2CCOCC2)c1	-3%	14%	-6%	1.0%	-11%
Cc1cccc(OCC(=O)N2CCN(c3nnc(-c4ccccc4)c4ccccc34)CC2)c1	9%	48%	-5%	?	7%
COc1ccc(-c2noc(CSc3nc4ccccc4c(=O)n3-c3ccc(C)cc3)n2)cc1	-8%	nt	nt	3.4%	-2%
COc1ccccc1N1CCN(C(=O)COc2cccc(C)c2C)CC1	4%	25%	0%	1.6%	2%
CC(=O)Nc1ccc2sc(C)nc2c1	-4%	-14%	10%	3.0%	-3%
COC(=O)C1=C(C(=O)OC)[C@@H]2N(C)c3ccccc3[C@@]23C[C@@H](CO)N(C(=O)c2cccs2)C3=N1	7%	11%	3%	1.1%	-9%
COc1ccc(CC(=O)Nn2c(-c3ccccc3)nc3ccccc3c2=O)cc1	18%	-1%	-11%	0.4%	-8%
CCOc1ccc(-n2cc(C(=O)NCc3ccco3)c3cc(OC)c(OC)cc3c2=O)cc1	14%	9%	-5%	7.4%	6%
CC1CCCN(C(=O)CSc2nnc(-c3cccs3)o2)C1 (centres undefined)	5%	?	7%	i	?
COc1ccc2nc(NC(=O)CCc3nc(C4=CCN(C)CC4)no3)sc2c1	8%	nt	11%	8.6%	-6%
O=C(CSc1ccc2ccccc2c1)Nc1ccncc1	-12%	?	-2%	0.2%	?
NCc1c(O)ccc2ccccc12	nt	40%	-9%	nt	-6%
Cc1cccc(N2CCN(S(=O)(=O)c3ccc4c(c3)CCN4C(=O)CCC(=O)O)CC2)c1C	1%	7%	-10%	4.3%	-14%
COC(=O)CNC(=O)CCC(=O)N1CCN(C(c2ccccc2)c2ccccc2)CC1	0%	15%	3%	2.9%	2%

Arranged by formula weight (smallest number first): part of the list above
SMILES	influenza NS1A	tuberculosis growth	Salmonella PhoP GFP	inhibitors of VEEV	M. tuberculosis HTS	others
NCc1c(O)ccc2ccccc12	nt	40%	-9%	nt	-6%
CCOC(=O)c1[nH]c(C)c(C(=O)OCC)c1C	5%	nt	1%	0.1%	-5%
Fc1ccc(CNc2ncnc3c2cnn3-c2ccccc2)cc1	-5%	13%	7%	4.5%	3%
CC(C)NC(=O)CSc1nnc(-c2ccncc2)n1-c1ccccc1	11%	-2%	1%	1.6%	-4%
CCOc1ccc(-n2cc(C(=O)NCc3ccco3)c3cc(OC)c(OC)cc3c2=O)cc1	14%	9%	-5%	7.4%	6%
COC(=O)C1=C(C(=O)OC)[C@@H]2N(C)c3ccccc3[C@@]23C[C@@H](CO)N(C(=O)c2cccs2)C3=N1	7%	11%	3%	1.1%	-9%

Next entries
SMILES	influenza NS1A	tuberculosis growth	Salmonella PhoP GFP	inhibitors of VEEV	M. tuberculosis HTS	others
O=C(NCCc1ccco1)c1nn(Cc2ccccc2)c(=O)c2ccccc12	-8%	2%	10%	0.6%	1%
O=C(CCC(=O)c1cccs1)OCc1nc2ccccc2s1	1%	?	-8%	0.8%	11%
CS(=O)(=O)N1CCN(C(=O)c2cc(-c3cccs3)nc3ccccc23)CC1	-30%	-9%	-3%	7.2%	1%
COc1ccccc1C(=O)n1nc(-c2cccnc2)nc1N	20%	nt	nt	0.8%	-4%
COc1cc2c(cc1OC)C1=C(C#N)CCC(=NC(=O)c3ccc(Cl)cc3)N1CC2	-6%	-2%	-3%	i	1%
O=C(NCc1ccccc1F)C1CCCN(S(=O)(=O)N2CCOCC2)C1 (centres undefined)	1%	-1%	8%	i	3%
Cc1ccc(-c2cc(-c3n[nH]c(=S)o3)c3ccccc3n2)cc1	0%	-15%	5%	0.5%	-4%
COc1ccccc1/C=N/NC(=O)c1cccc(OC(F)(F)C(F)F)c1	-2%	-6%	2%	1.4%	-9%
